Screening results as filed in PubChem.
M4 ag: CHRM4 agonism in calcium assay | AID 624127 | 0.14% of 360,000 active | CHO-K1 hM4/Gqi5, Fluo-8 calcium fluorescence; vehicle 0%, full acetylcholine response 100% | P08173 | activation, % at 3 µM;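 active = activation above the run mean over all test wells plus 3 SD, cut at about 32% in these data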;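 also: peak over basal fluorescence ratio per well then scaled between controls; 0% = DMSO wells and 100% = acetylcholine at EC100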
Target sequence (P08173 whole entry, looked up): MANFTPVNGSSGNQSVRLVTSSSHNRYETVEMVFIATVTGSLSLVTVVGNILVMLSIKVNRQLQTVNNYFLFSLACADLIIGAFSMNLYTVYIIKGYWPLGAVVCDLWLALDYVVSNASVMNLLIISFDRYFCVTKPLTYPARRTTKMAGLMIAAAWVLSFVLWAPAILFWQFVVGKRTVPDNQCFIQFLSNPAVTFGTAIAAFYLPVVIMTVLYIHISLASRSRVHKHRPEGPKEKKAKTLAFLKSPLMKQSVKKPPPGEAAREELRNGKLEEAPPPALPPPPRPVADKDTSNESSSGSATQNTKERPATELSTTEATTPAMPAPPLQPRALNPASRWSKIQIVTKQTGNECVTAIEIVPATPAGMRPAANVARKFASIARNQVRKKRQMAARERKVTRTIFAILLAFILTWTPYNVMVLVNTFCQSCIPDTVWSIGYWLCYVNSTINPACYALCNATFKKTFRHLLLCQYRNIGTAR
CRFR2-BP ag: agonists of human CRF-binding protein/CRF-R2 receptor complex; HEK293 CRF-R2/CRF-BP, calcium dye fluorescence (FLIPR); percent of saturating CRF peptide response; activation, % at 13.2 µM; AID 588473; 0.46% of 350,000 active;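 active = activation of at least 50%, plus an integration ratio under a set limit after plate pattern correction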;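 also: plate controls were neutral control wells without compound for no effect and CRF at EC100 for full effect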
CHRM5 antagonist: antagonists of human muscarinic M5 receptor (CHRM5); P08912; CHO-hM5 cells, Fluo-8 calcium fluorescence, ACh EC80; 0.59% of 360,000 active; inhibition, % at 3 µM;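 active = inhibition above a per-plate cutoff, the mean of that plate's test compounds plus 3 SD, cut at about 27% in these data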;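 also: 0% = acetylcholine EC80 with DMSO and 100% = DMSO without agonist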
Target sequence (P08912 whole entry, looked up): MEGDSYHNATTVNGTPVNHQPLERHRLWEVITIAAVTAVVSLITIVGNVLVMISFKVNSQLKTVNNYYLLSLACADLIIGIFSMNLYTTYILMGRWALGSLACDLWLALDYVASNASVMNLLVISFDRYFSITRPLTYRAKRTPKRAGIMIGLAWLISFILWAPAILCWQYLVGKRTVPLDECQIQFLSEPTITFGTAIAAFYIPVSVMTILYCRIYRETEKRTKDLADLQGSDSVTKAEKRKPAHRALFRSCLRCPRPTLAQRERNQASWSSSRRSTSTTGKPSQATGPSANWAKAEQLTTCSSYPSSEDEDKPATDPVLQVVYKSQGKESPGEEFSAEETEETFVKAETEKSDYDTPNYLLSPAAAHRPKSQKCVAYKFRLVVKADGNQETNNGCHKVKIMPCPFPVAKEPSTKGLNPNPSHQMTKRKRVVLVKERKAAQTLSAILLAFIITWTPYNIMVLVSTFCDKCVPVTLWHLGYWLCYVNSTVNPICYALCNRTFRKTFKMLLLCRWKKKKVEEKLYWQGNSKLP
CRFBP-R2 block: antagonists of CRF-binding protein/CRF-R2 receptor complex. HEK293 CRF-R2/CRF-BP, CRF-induced calcium fluorescence. inhibition, % at 11.8 µM. 0.59% of 350,000 active;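 active = inhibition of the ligand-induced calcium signal above about 50% at the single tested concentration, limit read from the data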
M4 antag: CHRM4 antagonism in calcium assay. P08173. CHO-hM4 cells, ACh EC80, Fluo-8 calcium fluorescence. inhibition, % at 3 µM. 0.73% of 360,000 active. AID 624125;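 active = inhibition above its plate's cutoff, the mean inhibition of sample wells plus 3 SD, cut at about 27% in these data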;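 also: 0% = acetylcholine EC80 with DMSO and 100% = DMSO without agonist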
CHRM5 PAM: CHRM5 positive allosteric modulation; P08912; CHO-K1 hM5, Fluo-8 calcium, ACh EC20 PAM; 0% = ACh EC20, 100% = ACh EC100; activation, % at 3 µM; 0.3% of 360,000 active; AID 624038;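 active = activation above the run cutoff, the mean activation of all test compounds plus 3 SD, cut at about 18% in these data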
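system = human M5 receptor in CHO-K1 cells | reagent = EC20 acetylcholine as agonist stimulus | compound dosing = single-point, 3 µM nominal | incubation = Fluo-8 loading 80 min at 37 °C plus 30 min room temperature | detection = Fluo-8 calcium dye fluorescence, kinetic read | benchmarks = low control EC20 acetylcholine (0%), high control EC100 acetylcholine (100%)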
M4 PAM: CHRM4 positive allosteric modulation; activation, % at 3 µM; P08173; CHO-K1 hM4/Gqi5, Fluo-8 calcium fluorescence, ACh EC20; 0% = ACh EC20, 100% = maximal ACh; 0.4% of 360,000 active; AID 624126;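 active = activation above its plate's cutoff, the mean activation of sample wells plus 3 SD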; also: some results filed as inactive read as strong as hits
M5 ag: agonists of human muscarinic M5 receptor (CHRM5); P08912; CHO-K1 hM5 cells, Fluo-8 calcium fluorescence; 0% DMSO wells, 100% maximal acetylcholine response; activation, % at 3 µM; 0.19% of 360,000 active; AID 624037;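 active = activation above the run's mean over test compounds plus 3 SD, cut at about 23% in these data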;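 also: signal is peak over basal fluorescence ratio across the kinetic read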
IDE cell inh: cellular human IDE inhibition. 0.41% of 320,000 active. HEK cells, FAbetaB cleavage, fluorescence polarization. P14735. inhibition, % at 5.59 µM;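 active = percent inhibition above the average of all tested compounds plus 3 SD, set per screening campaign, cut at about 16% in these data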;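 also: IDE supplied by intact live HEK cells; FP after avidin binding of uncleaved biotin substrate so inhibition keeps polarization high; 0% = DMSO wells and 100% = 60 µM reference IDE inhibitor Ii1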
Active calls of the source: *. Not a hit list; any-hit rate near 2.9%.

Screening Cc1ccc2c(c1)c1c3n2CCN(C=O)C3CCC1 (stereo not given) returned M4 ag -0.9, CRFR2-BP ag -1.2, CHRM5 antagonist -2.5, CRFBP-R2 block 2.7, M4 antag 0.6, CHRM5 PAM -1.4, M4 PAM 0.2, M5 ag -0.4 and IDE cell inh 0.0.
For N#CC1=C(N)SC(N)=C(C#N)C1c1cccc(O)c1 the results were M4 ag 4.7, CRFR2-BP ag 18.8, CHRM5 antagonist 3.9, CRFBP-R2 block -27.0, M4 antag 10.2, CHRM5 PAM 1.7, M4 PAM -0.6, M5 ag 8.2 and IDE cell inh 20.0*.
O=C(NC(Cc1c[nH]c2ccccc12)C(=O)O)/C(=C\c1ccccc1)NC(=O)c1ccccc1 (stereo not given) was read as M4 ag 0.8, CRFR2-BP ag -0.2, CHRM5 antagonist 16.5, CRFBP-R2 block 16.0, M4 antag -0.7, CHRM5 PAM -1.1, M4 PAM 3.5, M5 ag -3.4 and IDE cell inh 2.1.
For CCN(CC)C(=O)CSc1nnc(-c2ccc(O)cc2)n1CC1CCCO1 (stereo not given) the results were M4 ag 1.1, CRFR2-BP ag -0.4, CHRM5 antagonist -0.7, CRFBP-R2 block 2.2, M4 antag -7.4, CHRM5 PAM -1.0, M4 PAM -0.7, M5 ag -2.5 and IDE cell inh 2.5.
`CCN(Cc1ccccc1)C(=O)CSc1ccccc1C(=O)O` gave M4 ag 1.5, CRFR2-BP ag -0.7, CHRM5 antagonist 0.9, CRFBP-R2 block 15.3, M4 antag -6.2, CHRM5 PAM -5.2, M4 PAM 4.2, M5 ag -2.4 and IDE cell inh 5.9.
Screening CN(Cc1c(F)cccc1Cl)c1nnnn1-c1ccccc1 returned M4 ag -0.9, CRFR2-BP ag -1.5, CHRM5 antagonist -1.8, CRFBP-R2 block 16.5, M4 antag 6.5, CHRM5 PAM -4.5, M4 PAM 1.1, M5 ag -5.0 and IDE cell inh -1.7.
`Cc1noc(NS(=O)(=O)c2ccc(N3C(=O)c4ccccc4C3=O)cc2)c1C` gave M4 ag 0.9, CRFR2-BP ag -2.4, CHRM5 antagonist -5.9, CRFBP-R2 block 0.7, M4 antag -3.9, CHRM5 PAM 10.4, M4 PAM 3.2, M5 ag -6.3 and IDE cell inh 1.8.
For O=C(Nc1ccccc1)Nc1ccc(Br)c(Cl)c1 the results were M4 ag 19.1, CRFR2-BP ag 9.4, CHRM5 antagonist 26.8, CRFBP-R2 block -4.4, M4 antag 0.9, CHRM5 PAM -20.4, M4 PAM -19.4, M5 ag 9.1 and IDE cell inh 1.3.
`CC(C)c1ccc(NC(=O)Nc2nnc([C@H]3C[C@H](O)[C@@H](CO)O3)s2)cc1` gave M4 ag -0.2, CHRM5 antagonist -0.9, M4 antag -3.4, CHRM5 PAM 1.4, M4 PAM 8.8 and M5 ag 2.0.
Screening CC(C)N=C(NC#N)SCc1ccc(F)cc1 returned M4 ag 1.4, CRFR2-BP ag -0.2, CHRM5 antagonist -2.9, CRFBP-R2 block 0.3, M4 antag 1.1, CHRM5 PAM -0.6, M4 PAM 2.3, M5 ag -2.9 and IDE cell inh 1.7.
Screening O=C(NCc1cccnc1)C1CC(c2ccccc2Cl)=NO1 (stereo not given) returned M4 ag 0.9, CRFR2-BP ag 1.1, CHRM5 antagonist -4.3, CRFBP-R2 block -0.7, M4 antag -5.5, CHRM5 PAM 7.8, M4 PAM 8.5, M5 ag 0.6 and IDE cell inh 4.2.
Screening CCCN(CCC)C(=O)c1cn(CC)c2ccc(S(=O)(=O)N3CCCCC3)cc2c1=O returned M4 ag 0.5, CRFR2-BP ag 1.0, CHRM5 antagonist 12.8, CRFBP-R2 block -7.3, M4 antag -0.1, CHRM5 PAM -4.6, M4 PAM -0.4, M5 ag -5.6 and IDE cell inh 1.3.
`N#Cc1ccccc1CSc1nc(N2CCCCC2)nc(N2CCCCC2)n1` gave M4 ag 0.9, CRFR2-BP ag 3.9, CHRM5 antagonist 4.1, CRFBP-R2 block -10.5, M4 antag 4.9, CHRM5 PAM 2.7, M4 PAM -0.9, M5 ag -1.4 and IDE cell inh -11.7.
Screening CC(C)CSc1nc2ccccc2c(=O)[nH]1 returned M4 ag -1.9, CRFR2-BP ag -0.6, CHRM5 antagonist -5.9, CRFBP-R2 block 7.7, M4 antag -3.6, CHRM5 PAM -21.8, M4 PAM 7.7, M5 ag -6.8 and IDE cell inh -1.6.
CCCCOc1ccc(N=Cc2cccs2)cc1 was read as M4 ag 0.4, CRFR2-BP ag -0.9, CHRM5 antagonist 12.6, CRFBP-R2 block 18.8, M4 antag 2.8, CHRM5 PAM -13.2, M4 PAM 1.6, M5 ag -1.1 and IDE cell inh -0.4.
Clc1ccc(-n2ncc3c(NCc4ccccn4)ncnc32)cc1 was read as M4 ag 0.5, CRFR2-BP ag 0.8, CHRM5 antagonist 2.5, CRFBP-R2 block -7.5, M4 antag -2.3, CHRM5 PAM 2.1, M4 PAM 19.5, M5 ag -0.5 and IDE cell inh -3.0.
`COc1cc(CN2CCNC(=O)C2CC(=O)NCCCN2CCOCC2)cc(OC)c1` (stereo not given) gave M4 ag -0.2, CRFR2-BP ag -0.3, CHRM5 antagonist 7.6, CRFBP-R2 block 17.7, M4 antag 7.8, CHRM5 PAM -1.6, M4 PAM 4.0, M5 ag -2.8 and IDE cell inh -0.1.
For Cc1ccc(Cl)cc1N1CCN(C(=O)Cn2ncn3cccc3c2=O)CC1 the results were M4 ag 8.8, CRFR2-BP ag -1.4, CHRM5 antagonist 1.6, CRFBP-R2 block -18.7, M4 antag -14.1, CHRM5 PAM -4.9, M4 PAM 0.1, M5 ag 4.5 and IDE cell inh -3.2.
`COC(=O)Cn1c2ccc(C)cc2c2nc3ccccc3nc21` gave M4 ag 0.6, CRFR2-BP ag 0.2, CHRM5 antagonist -0.9, CRFBP-R2 block -15.4, M4 antag -11.1, CHRM5 PAM 4.7, M4 PAM -0.1 and M5 ag -4.2.
For O=C(Cc1ccc(Cl)c(Cl)c1)Nc1ccc(S(=O)(=O)Nc2ncccn2)cc1 the results were M4 ag 0.8, CRFR2-BP ag 0.8, CHRM5 antagonist 7.3, CRFBP-R2 block 0.8, M4 antag -0.3, CHRM5 PAM 1.7, M4 PAM -0.7, M5 ag -4.6 and IDE cell inh -2.5.
`Cc1ccc(NC(=O)c2ncn(CC(=O)N3CCN(c4ccccn4)CC3)n2)cc1C` gave M4 ag 2.3, CRFR2-BP ag 0.1, CHRM5 antagonist 6.0, CRFBP-R2 block 11.1, M4 antag 2.6, CHRM5 PAM -2.7, M4 PAM -3.6 and M5 ag 3.0.
COC(=O)[C@H](CC(C)C)NC(=O)Cn1cnc2c(OCc3ccccc3)ncnc21 was read as M4 ag 2.6, CRFR2-BP ag 0.2, CHRM5 antagonist -5.1, CRFBP-R2 block -17.9, M4 antag -4.6, CHRM5 PAM 11.0, M4 PAM 3.2, M5 ag 3.1 and IDE cell inh 3.2.
For COc1ccc(Cn2cc(CN(C)C3CN(Cc4cn(Cc5ccc(OC)cc5)nn4)S(=O)(=O)C3)nn2)cc1 (stereo not given) the results were M4 ag 4.4, CHRM5 antagonist 2.0, M4 antag -11.1, CHRM5 PAM -6.2, M4 PAM 5.4 and M5 ag 1.1.
Screening COc1ccc(-c2cc(=O)oc3c(C)c(OCc4nn[nH]n4)ccc23)cc1 returned M4 ag -0.1, CRFR2-BP ag 2.2, CHRM5 antagonist 15.4, CRFBP-R2 block -9.6, M4 antag 6.9, CHRM5 PAM -10.1, M4 PAM -3.1, M5 ag -1.5 and IDE cell inh -1.1.
For OC[C@H]1O[C@@H](Oc2ccc(O)cc2)[C@H](O)[C@@H](O)[C@@H]1O the results were M4 ag 0.4, CRFR2-BP ag 0.7, CHRM5 antagonist -6.5, CRFBP-R2 block -2.4, M4 antag -4.7, CHRM5 PAM 9.4, M4 PAM 1.9 and M5 ag 0.7.
Screening Cc1cccc(C2CC(c3ccccc3)Nc3ncnn32)c1 (stereo not given) returned M4 ag 3.3, CRFR2-BP ag 11.1, CHRM5 antagonist -0.1, CRFBP-R2 block -8.2, M4 antag -0.6, CHRM5 PAM -3.8, M4 PAM -1.4, M5 ag 1.3 and IDE cell inh 0.5.
Screening Nc1nonc1OCCN1CCN(c2ccc([N+](=O)[O-])c3cccnc23)CC1 returned M4 ag 4.2, CRFR2-BP ag 0.0, CHRM5 antagonist 1.3, CRFBP-R2 block 6.1, M4 antag 0.5, CHRM5 PAM -2.5, M4 PAM -1.0, M5 ag -9.2 and IDE cell inh 0.6.
COc1ccccc1-c1cc2nc(C)c(CCC(=O)NC(C)CCc3ccco3)c(C)n2n1 (stereo not given) was read as M4 ag 2.9, CRFR2-BP ag -0.9, CHRM5 antagonist 2.3, CRFBP-R2 block 28.8, M4 antag -6.2, CHRM5 PAM 0.8, M4 PAM -5.0, M5 ag -2.4 and IDE cell inh 1.1.
Screening CCN(CC)C(=S)NCCc1ccccc1 returned M4 ag 0.4, CRFR2-BP ag -1.1, CHRM5 antagonist 7.7, CRFBP-R2 block -5.5, M4 antag 4.8, CHRM5 PAM -3.9, M4 PAM 2.0, M5 ag -0.6 and IDE cell inh 4.3.
Screening O=C(OCC(=O)N1CCc2ccccc21)c1ccccc1F returned M4 ag 2.6, CRFR2-BP ag -1.1, CHRM5 antagonist -9.3, CRFBP-R2 block 3.3, M4 antag 1.2, CHRM5 PAM 2.0, M4 PAM 0.2, M5 ag -1.4 and IDE cell inh -2.6.
`CC(C)c1ccc(NC(=O)C2=NNC(=O)CC2)cc1` gave M4 ag 14.6, CRFR2-BP ag -1.8, CHRM5 antagonist 12.3, CRFBP-R2 block -12.4, M4 antag -5.6, CHRM5 PAM -17.1, M4 PAM -26.7, M5 ag 6.4 and IDE cell inh 3.1.
`O=C(NCCc1ccc(Cl)cc1)c1cnccn1` gave M4 ag 0.1, CRFR2-BP ag 0.7, CHRM5 antagonist 14.4, CRFBP-R2 block 16.3, M4 antag -0.4, CHRM5 PAM -1.0, M4 PAM -0.7, M5 ag -4.3 and IDE cell inh 4.2.
Screening O=S(=O)(O)c1cc2oc(-c3ccccc3)nc2c2ccccc12 returned M4 ag -0.7, CRFR2-BP ag -0.2, CHRM5 antagonist 15.7, CRFBP-R2 block -1.7, M4 antag 6.3, CHRM5 PAM 1.1, M4 PAM 0.4, M5 ag 0.5 and IDE cell inh -1.3.
For CCN(C(=O)COC(=O)c1cccc(C)c1[N+](=O)[O-])c1c(N)n(Cc2ccccc2)c(=O)[nH]c1=O the results were M4 ag 1.1, CRFR2-BP ag 0.3, CHRM5 antagonist -2.1, CRFBP-R2 block 9.0, M4 antag -1.4, CHRM5 PAM 5.0, M4 PAM -2.9 and M5 ag 2.2.
CC1CCN(S(=O)(=O)c2cccc(C(=O)NC3CCCCC3)c2)CC1 was read as M4 ag -1.0, CRFR2-BP ag -1.8, CHRM5 antagonist 13.7, CRFBP-R2 block -7.2, M4 antag -20.1, CHRM5 PAM -7.8, M4 PAM 7.3, M5 ag -5.1 and IDE cell inh -0.3.
